Screening results as filed in PubChem BioAssay.
uPA generation: inhibitors of cell surface uPA generation; Potency, µM (top dose mostly 38.3 µM), for inactives: at the top dose activity change, negative = inhibition, hits mostly inhibitors; AID 540303; cell surface uPA generation assay, qHTS; hit rate 0.31% among 330,000; active = well fitted inhibition curve with a large enough effect; inconclusive = small, poorly fitted or top-dose-only effect; inactive = no such curve, though single readings can be large or run the other way; tested in mouse RAW 264.7 cells; note: % is set by controls: 0 for no effect and ±100 for the full control effect; nearly all actives have a fitted effect of over 55% in size
p53 reactivator: restores transcriptional activity of mutant p53. H1299 p53-A138V BP100-luciferase reporter, luminescence, 24 h. Potency, µM (top dose mostly 92.2 µM), for the others: top-dose activity change, positive = activation, actives largely listed as activators. hit rate 0.063% among 320,000; note: % of control where 0% means no effect; nearly all actives have a fitted effect of over 45% in size
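H1299 (p53-null), stable ts p53-A138V + BP100-Luc; 1000 cells/well, Opti-MEM/10% FBS; cpd 4 pt, 1:5; 24 h, 37 deg C, 5% CO2; detection reagent 10 min RT; luminescence.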
RORgamma inh: ROR gamma (mouse) transcription inhibition. P51450. Drosophila S2 Gal4-RORgamma UAS-luciferase reporter, 20 h. Potency, µM (titrated, usually from 53.6 µM), inactives show at the top dose activity change, negative = inhibition, actives largely listed as inhibitors. hit rate 5.4% among 310,000; note: % is set by controls: 0 for no effect and ±100 for the full control effect; nearly all actives have a fitted effect of over 60% in size
Target sequence (P51450 whole entry, looked up, the tested form may be a part): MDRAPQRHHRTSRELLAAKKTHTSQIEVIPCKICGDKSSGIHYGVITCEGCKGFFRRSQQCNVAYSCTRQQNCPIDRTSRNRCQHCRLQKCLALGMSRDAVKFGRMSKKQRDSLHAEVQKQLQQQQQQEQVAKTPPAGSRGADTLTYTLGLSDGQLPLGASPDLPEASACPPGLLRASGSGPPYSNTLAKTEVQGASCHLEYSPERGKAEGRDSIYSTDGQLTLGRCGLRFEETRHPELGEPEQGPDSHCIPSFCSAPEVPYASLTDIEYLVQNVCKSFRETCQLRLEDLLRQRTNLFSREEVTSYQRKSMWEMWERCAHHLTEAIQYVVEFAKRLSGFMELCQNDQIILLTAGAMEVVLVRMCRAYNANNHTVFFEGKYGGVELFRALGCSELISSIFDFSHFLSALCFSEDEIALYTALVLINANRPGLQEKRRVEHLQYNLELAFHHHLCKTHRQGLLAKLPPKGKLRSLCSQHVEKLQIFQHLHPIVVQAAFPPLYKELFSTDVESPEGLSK
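Stably transfected Drosophila Schneider cells are the test system, with ROR gamma fused to Gal4 and luciferase under UAS control; luminescence is read after 20 hr of 700 uM copper sulfate induction at ambient temperature.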
NPC1 prom act: NPC1 promoter activation. Huh7 NPC1 promoter luciferase reporter, 24 h. Potency, µM (highest dose often 9.22 µM), without a hit: at the highest dose activation, actives largely listed as activators. hit rate 2.4% among 320,000;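 note: % of control where 0% means no effect; nearly all actives have a fitted effect of over 60% in size; reporter is driven by a mutant NPC1 promoter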
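Stable NPC1-promoter luciferase Huh7 line; cpd (DMSO) 24 h, 37 °C, 5% CO2; Amplite luciferase reagent 10 min RT; luminescence readout. qHTS format.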
Rab9 promoter act: Rab9 promoter activation; Huh7 Rab9 promoter-luciferase reporter, luminescence, 24 h; Potency, µM (highest dose often 9.22 µM), without a hit: at the highest dose activation, negative = inhibition, hits mostly activators; hit rate 2.8% among 320,000; note: % of control where 0% means no effect; nearly all actives have a fitted effect of over 60% in size
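Using Huh7 cells stably transfected with Rab9 promoter–luciferase, compounds were incubated 24 h at 37 °C, 5% CO2; luciferase luminescence was read 10 min after reagent addition.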
VP16 counter: counter-screen for ROR gamma inhibitors: Gal4-VP16 reporter | Drosophila S2 Gal4-VP16 UAS-luciferase, luminescence, 20 h | Potency, µM (top dose mostly 53.6 µM), for inactives: top-dose activity, negative = inhibition, hits mostly inhibitors | hit rate 3.5% among 310,000 | AID 2546;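 note: Gal4-VP16 expression switched on by copper sulfate through the metallothionein promoter; % is set by controls: 0 for no effect and ±100 for the full control effect; nearly all actives have a fitted effect of over 50% in size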
FLuc counter: inhibits or activates purified firefly luciferase, miR-21 counter-screen. AID 588342. Potency, µM (doses to about 57.5 µM), for inactives: at the top dose activity change, negative = inhibition, most hits filed as inhibitors. purified FLuc, Km substrates, luminescence inhibition. hit rate 6.9% among 360,000;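 note: plate controls were vehicle for no effect and reference inhibitor for full effect; nearly all actives have a fitted effect of over 55% in size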
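Purified P. pyralis luciferase, 10 nM final, with Km-level 10 uM D-luciferin and 10 uM ATP in 50 mM Tris acetate pH 7.5, 10 mM Mg acetate, 0.01% Tween-20, 0.05% BSA; 6-point qHTS titration about 60 µM downward; luminescence read.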
MBNL1-CUG inh: inhibitors of human MBNL1 binding to CUG repeat RNA; Q9NR56; TR-FRET MBNL1-His/biotin-(CUG)12 binding, 665/545 ratio; Potency, µM (highest dose often 57.5 µM), for the others: at the highest dose activity change, negative = inhibition, hits mostly inhibitors; hit rate 0.036% among 280,000; active = well fitted inhibition curve with a large enough effect in the signal ratio, with a control signal flat, not every such curve was filed as active; inconclusive = small, poorly fitted or top-dose-only effect, or effect the other way, or a change in a side signal; inactive = no such curve, though single readings can be large or run the other way; the % refers to the signal ratio; note: % is set by controls: 0 for no effect and ±100 for the full control effect
Target sequence (Q9NR56 whole entry, looked up): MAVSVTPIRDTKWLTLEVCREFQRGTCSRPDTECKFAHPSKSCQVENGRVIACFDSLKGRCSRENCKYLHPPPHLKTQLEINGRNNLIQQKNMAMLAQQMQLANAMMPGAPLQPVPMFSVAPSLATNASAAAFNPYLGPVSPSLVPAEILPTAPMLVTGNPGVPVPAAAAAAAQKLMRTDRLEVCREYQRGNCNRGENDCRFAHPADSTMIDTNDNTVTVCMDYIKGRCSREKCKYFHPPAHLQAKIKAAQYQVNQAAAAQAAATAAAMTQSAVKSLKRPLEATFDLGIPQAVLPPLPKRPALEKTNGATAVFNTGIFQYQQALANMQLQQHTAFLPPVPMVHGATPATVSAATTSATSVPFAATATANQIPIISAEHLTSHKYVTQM
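Ratiometric TR-FRET (665 over 545 nm, excitation 340 nm) tracks disruption of MBNL1-His/biotin-(CUG)12 complex after 60 min at room temperature, with compounds at 92 nM to 58 uM final.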
ELG1 genotox: induces genotoxicity in HEK293T cells with luciferase-tagged ELG1; HEK293T ELG1-luciferase reporter, luminescence, 16 h; AID 504466; Potency, µM (doses to about 46 µM), for inactives: at the top dose activity change, positive = activation, actives largely listed as activators; hit rate 1.3% among 330,000; note: % of control where 0% means no effect; nearly all actives have a fitted effect of over 60% in size
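ELG1-luciferase HEK293T cells, 2,000/well; compound pinned in; 16 hr, 37 °C, 5% CO2; ONE-Glo, 30 min RT; luminescence on CCD imager.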
BRCA1 expr act: increases BRCA1 expression. hit rate 1.1% among 380,000. Potency, µM (doses to about 46.1 µM), for inactives: at the highest dose activation, most hits filed as activators. MCF7-BRCA1-FFLuc reporter, luminescence, 48 h; response scale: scaled: vehicle 0%, 10 µM genistein 100%. AID 624202; note: nearly all actives have a fitted effect of over 80% in size; some results filed as inactive show a strong effect at the top dose
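Luminescence from a BRCA1-driven firefly luciferase in MCF7 cells was the read-out, taken 15 min after substrate addition following 48 h compound exposure at 37 °C. Data were normalized to a 10 microM genistein control and DMSO vehicle.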
* marks the source's active call; other numbers are inactive results; ? = inconclusive; / = no result given; [ ] = another dose, or the depositor's remark. Unless noted, calls come from the whole dose curve; as a rule, active = well fitted curve in the direction sought with a large enough effect; inconclusive = small, poorly fitted or top-dose-only effect, or another doubt; inactive = no such curve, though single readings can be large; an effect the other way counts as inactive or inconclusive. Potency is the fitted concentration of half-maximal effect. Compounds as they come; any-hit rate near 13%.

item	structure	uPA generation	p53 reactivator	RORgamma inh	NPC1 prom act	Rab9 promoter act
1	COc1ccc(C(=O)C2CCCN(C(=O)c3ccc4nccnc4c3)C2)c(C)c1 (stereo not given)	-3%	1%	13%	-2%	-1%
2	O=C(Nc1ccc(CN2CCOCC2)cc1)c1ccc(N2CCCC2)c([N+](=O)[O-])c1	-4%	0%	37%	0%	-3%
3	CSc1ccc(CN(C)CC(=O)NCCc2ccccc2)cc1	2%	-1%	?	2%	2%
4	COc1cc(C(=O)NCC2(N3CCCCC3)CCCCC2)ccc1OCC(=O)N1CCOCC1	9%	-1%	22%	-3%	-13%
5	S=C(NCCSCc1c(Cl)cccc1Cl)Nc1ccccc1	-1%	6%	2µM*	-1%	-1%
6	O=C(O)CCC(=O)NC1CCCCCCC1	2%	-2%	-18%	1%	-7%
7	O=c1cc(N2CCOCC2)oc2c(-c3ccccc3)cccc12	/	/	-11%	-19%[46.1 µM]	-24%[46.1 µM]
8	O=C(NCc1cccc(C(F)(F)F)c1)c1cccc(S(=O)(=O)N2CCN(Cc3ccccc3)CC2)c1	1%	0%	5%	-2%	8%
9	C=CCNc1nc(S(=O)Cc2ccc(C)cc2)nc2c1CCCC2 (stereo not given)	?	6%	17%	5%	-2%
10	Cc1cccc(N=C2NN=C(c3c(C)[nH]c4ccccc34)CS2)c1	-7%	-2%	33%	-6%	0%
11	CCOC(=O)N1CCC(N2Cc3cccc(C(=O)Nc4c(C)cccc4CC)c3C2=O)CC1	-1%	-4%	-2%	-11%	0%
12	Cc1n[nH]c(=S)n1/N=C/c1cccc(OCc2ccccc2)c1	0%	21%	36%	5%	2%

item	VP16 counter	FLuc counter	MBNL1-CUG inh	ELG1 genotox	BRCA1 expr act
1	5%	-1%	9%	1%	-11%
2	-18%	?	?	-9%	-23%
3	6%	-2%	-6%	-3%	-15%
4	1%	5%	-3%	0%	-5%
5	5µM*	-12%	1%	-10%	-54%
6	-4%	5%	-4%	0%	-35%
7	-6%	/	/	/	/
8	-6%	2%	17%	-3%	-57%
9	-10%	-1%	-3%	-3%	-15%
10	?	-1%	-6%	-5%	-95%[inhibitor]
11	17%	-2%	-1%	-11%	-18%
12	-7%	?	-4%	-6%	13%

Next section:
item	structure	uPA generation	p53 reactivator	RORgamma inh	NPC1 prom act	Rab9 promoter act
13	Cc1cc2ccccc2nc1SCC(=O)Nc1nc(-c2ccccc2)cs1	-14%	7%	-9%	-3%	-3%
14	C[C@@H]1NC(=O)N(c2ccc(F)cc2)C1=O	9%	3%	2%	2%	-9%
15	NC(=S)NNC(=O)c1ccccc1Cl	4%	12%	?	-1%	0%
16	COc1ccc(CCNC(=O)c2cc3c(=O)n4cccc(C)c4nc3n(Cc3ccco3)c2=N)cc1OC	-1%	-25%	1.6µM*	1%	-3%
17	Cc1ccc2cc3cc(C(=O)NC4CC4)oc3nc2c1	-27%	?	-21%	4µM*	2.5µM*
18	CC(C)Cc1c(O)nc(SCC(=O)Nc2ccc3c(c2)CCC3)[nH]c1=O	-8%	-4%	?	-7%	-3%
19	CCC(C)c1ccc(NC(=O)Nc2cnccn2)cc1 (stereo not given)	?	-3%	?	-6%	?
20	Cc1ccc(C)c(-n2cc(CNCCCn3cccn3)c(-c3ccccc3)n2)c1	2%	0%	10µM*	-4%	-6%
21	CC(O)CNCc1ccccc1C(F)(F)F (stereo not given)	1%	-2%	-39%	2%	11%
22	C#CCOc1nc(C)cc(C)c1S(=O)(=O)c1ccccc1C	-5%	0%	?	-7%	-4%
23	CCOC(=O)c1nn(-c2ccc(F)cc2)c(=O)cc1OCC(=O)N1CCN(c2ccccc2)CC1	-9%	8%	/	7%	2%
24	O=C(CC1SCCNC1=O)Nc1ccc(F)c(Cl)c1 (stereo not given)	-2%	4%	4%	1%	2%

item	VP16 counter	FLuc counter	MBNL1-CUG inh	ELG1 genotox	BRCA1 expr act
13	-6%	2%	2%	-2%	-62%
14	5%	-2%	-1%	1%	2%
15	-10%	0%	/	1%	4%
16	1.1µM*	-4%	?	-1%	-12%
17	6%	11µM*	?	?	59%
18	2%	-12%	-15%	-1%	-4%
19	5%	6.7µM*	-2%	?	83%
20	-7%	0%	-1%	-4%	0%
21	14%	-1%	2%	3%	-2%
22	10%	-12%	4%	-2%	-3%
23	/	2%	/	-1%	-30%
24	-6%	-12%	?	3%	21%

New compounds follow
item	structure	uPA generation	p53 reactivator	RORgamma inh	NPC1 prom act	Rab9 promoter act
25	O=C(CC12CC3CC(CC(C3)C1)C2)Nc1ccc(C(=O)O)cc1	-1%	2%	12%	-8%	3%
26	O=C(O)c1cc2ccccc2n1-c1ccccc1	0%	24%	0%	-2%	-2%
27	CCCCNC(=O)C(=O)N/N=C/c1cccc(Br)c1	-5%	4%	?	-1%	-4%
28	O=C1c2ccccc2C(=O)N1C1CCCCC1	-2%	?	18%	-4%	6%
29	O=C(Oc1c(CN2CCOCC2)cc(Cl)c2cccnc12)c1ccccc1	-10%	9%	1.8µM*	-25%	-23%
30	OCC(Cc1ccc2c(c1)OCO2)C(CO)Cc1ccc2c(c1)OCO2 (stereo not given)	3%	-4%	25%	-1%	-3%
31	Nc1nnc(COc2cccc(C(F)(F)F)c2)s1	1%	-1%	7%[10 µM]	0%	-1%
32	CCc1ccc(C(C)NC(=O)C2CCCO2)cc1 (stereo not given)	2%	-18%	10%	2%	-2%
33	O=C(Nc1ccc(Br)cc1)C(c1ccccc1)c1ccccc1	8%	-5%	-9%	-3%	1%
34	COc1cc(S(=O)(=O)NCc2ccncc2)c(OC)cc1Cl	2%	-3%	24%	-2%	-8%
35	CC(C)C(NC(=O)c1ccc(F)cc1)C(=O)Nc1cccnc1 (stereo not given)	0%	-1%	6%	-1%	-3%
36	N#CC1(NC(=O)CSc2nnc(C3CC3)n2C2CC2)CCCCC1	4%	-7%	/	-7%	-4%

item	VP16 counter	FLuc counter	MBNL1-CUG inh	ELG1 genotox	BRCA1 expr act
25	-4%	0%	-5%	6%	-21%
26	0%	-5%	-10%	5%	11%
27	1%	2%	-17%	1%	-11%
28	-17%	2%	20%	-2%	-10%
29	5µM*	-1%	13%	-17%	-64%
30	1%	-1%	6%	-6%	-14%
31	0%	2%	-3%	6%	-16%
32	-7%	10%	1%	-11%	18%
33	-7%	-2%	0%	-4%	-7%
34	2%	-1%	1%	-9%	-39%
35	-5%	0%	-3%	0%	16%
36	/	0%	/	0%	1%

Ordered by molecular weight (smallest number first): part of the list above.
item	structure	uPA generation	p53 reactivator	RORgamma inh	NPC1 prom act	Rab9 promoter act
28	O=C1c2ccccc2C(=O)N1C1CCCCC1	-2%	?	18%	-4%	6%
15	NC(=S)NNC(=O)c1ccccc1Cl	4%	12%	?	-1%	0%
30	OCC(Cc1ccc2c(c1)OCO2)C(CO)Cc1ccc2c(c1)OCO2 (stereo not given)	3%	-4%	25%	-1%	-3%
29	O=C(Oc1c(CN2CCOCC2)cc(Cl)c2cccnc12)c1ccccc1	-10%	9%	1.8µM*	-25%	-23%
13	Cc1cc2ccccc2nc1SCC(=O)Nc1nc(-c2ccccc2)cs1	-14%	7%	-9%	-3%	-3%

item	VP16 counter	FLuc counter	MBNL1-CUG inh	ELG1 genotox	BRCA1 expr act
28	-17%	2%	20%	-2%	-10%
15	-10%	0%	/	1%	4%
30	1%	-1%	6%	-6%	-14%
29	5µM*	-1%	13%	-17%	-64%
13	-6%	2%	2%	-2%	-62%

Going on with the list.
item	structure	uPA generation	p53 reactivator	RORgamma inh	NPC1 prom act	Rab9 promoter act
37	O=C(c1cc(-c2ccncc2)nc2c(Cl)cccc12)N1CCN(c2ccccc2F)CC1	/	0%	-4%	-5%	5%
38	O=[N+]([O-])c1ccc(O)c(NC(=S)Nc2ccccc2)c1	-1%	21%	42%	13%	13%
39	CCOc1ccc(Cc2nc(C)c(CC(=O)N3CCOCC3)c(=O)[nH]2)cc1	-2%	-3%	1%	1%	3%
40	O=C(NC1CCN(C(=O)NCc2ccccc2)CC1)c1cccc(F)c1	2%	1%	-36%	1%	-3%
41	CCC(C)N(C(=O)COC(=O)/C=C/c1ccc(O)c(OC)c1)C1CCS(=O)(=O)C1 (stereo not given)	4%	0%	3%[10 µM]	-2%	1%
42	Cc1ccccc1NC(=O)c1sc(NC(=O)C2CC2)nc1C	-3%	-11%	36%	-1%	6%

item	VP16 counter	FLuc counter	MBNL1-CUG inh	ELG1 genotox	BRCA1 expr act
37	-2%	0%	-6%	-6%	/
38	-22%	?	?	?	38%
39	-3%	2%	-8%	0%	5%
40	5%	1%	6%	1%	-15%
41	10%	-2%	/	11%	-8%
42	-11%	-10%	80%[activator]	0%	4%
